ERK EGF block – EGF-driven ERK pathway inhibition. Potency, µM (doses to about 11.5 µM), for the others: at the top dose activity change, negative = inhibition, usual class: inhibitors. HEK293-V1b, EGF-stimulated phospho-ERK AlphaScreen. 0.41% of 130,000 active; active means well fitted inhibition curve with a large enough effect; inconclusive means small, poorly fitted or top-dose-only effect, or effect the other way;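 further: plate controls were stimulated vehicle wells for no effect and unstimulated vehicle basal for full effect; nearly all actives have a fitted effect of over 55% in size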
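Phospho-ERK1/2 measured by AlphaScreen (SureFire) after 5 min 25 nM EGF stimulation of V1b-expressing HEK293 cells preincubated 30 min at 37C with titrated compounds; data scaled to DMSO and EGF controls, Hill-fitted AC50.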
An asterisk follows results filed as active; ? = inconclusive; & = joins results of further samples; [ ] = dose if it differs, or a comment. Potency means the concentration at half of the fitted maximal effect.

SMILES	ERK EGF block
COc1ccc(CC(=O)NCc2nc(-c3ccccc3)no2)cc1	-1%
COC(=O)c1sccc1NC(=O)C1CC1	1%[57.5 µM]
CC(=O)N(c1ccccc1)c1nc(/C=C/C(=O)Nc2c(C)cc(C)cc2C)cs1	11%
Cc1c(NC(=O)c2cccnc2C(=O)O)cccc1C(=O)O	-12%
OCCNc1nc(-c2ccccc2)nc2c1oc1ccccc12	6%[57.5 µM]
Cn1c(=O)c2c(nc(NCc3cccnc3)n2Cc2ccccc2Cl)n(C)c1=O	-6%
COc1ccc(NC(=S)N2CCCCCC2)cc1OC	-1%
CCCCC(C(=O)O)C(C)CC(=O)Nc1nccs1 (configuration not stated)	-9%[57.5 µM]
CC(C)[C@@H](CC(=O)N[C@@H]1CCNC[C@H]1C(=O)N[C@H](CC(=O)N[C@@H](CCC(=O)O)CC(=O)O)Cc1ccccc1)NC(=O)C[C@H](CO)NC(=O)[C@@H]1CCCC[C@H]1N	-16%
Cc1ccc(-n2c(=O)c3ccc(C(=O)NCc4ccco4)cc3n(Cc3ccccc3C#N)c2=O)cc1	1%
O=C(COc1ccc(Cl)cc1[N+](=O)[O-])N/N=C/c1cccs1	2%
COc1ccc(C2c3ccc(O)cc3Oc3ncn4nc(-c5ccccn5)nc4c32)cc1OC (configuration not stated)	5%[57.5 µM]
CSCCC(NS(=O)(=O)c1ccc2c(c1)oc(=O)n2C)C(=O)NC1CCC(C)CC1 (configuration not stated)	4%
NC(=O)/C=C\c1cn(-c2ccccc2)nc1-c1ccc2c(c1)OCCO2	1%
CCCCC(=O)Nc1ccccc1CC	-1%[57.5 µM]
Cn1c(=O)c2c(nc(NCc3ccccc3)n2CC(N)=O)n(C)c1=O	-1%[57.5 µM]
COc1cc(/C=C2\COC/C(=C\c3ccc(O)c(OC)c3)C2=O)ccc1O	?
CC1S/C(=N/N=C/c2ccco2)N(Cc2ccccc2)C1=O (configuration not stated)	-4%[57.5 µM]
COc1ccccc1/C=C1\CCCC2=C1Nc1nnnn1C2c1ccccc1OC (configuration not stated)	5%
CC1CCN(C(=O)c2[nH]cnc2C(=O)N[C@@H](C)C(=O)OCc2ccccc2)CC1	-2%[57.5 µM]
O=C(C1CCCCN1S(=O)(=O)c1ccccc1[N+](=O)[O-])N1CCCC1 (configuration not stated)	4%
Cc1nn(-c2ccccn2)c2c1C(c1c(F)cccc1Cl)C1=C(N2)c2ccccc2C1=O (configuration not stated)	4%
CC(=O)Nc1ccc(NC(=O)C2(C)CC2(Cl)Cl)cc1 (configuration not stated)	-2%
CCCCc1nc(SCC(=O)Nc2nnc(CCCC)s2)n[nH]1	9%

Gathered by group, the entries above with a thiophene ring, fused or not
SMILES	ERK EGF block
COC(=O)c1sccc1NC(=O)C1CC1	1%[57.5 µM]
O=C(COc1ccc(Cl)cc1[N+](=O)[O-])N/N=C/c1cccs1	2%

More records:
SMILES	ERK EGF block
COc1ccc(NC(=O)Cn2cnc3sc(C)c(S(=O)(=O)N4CCOCC4)c3c2=O)c(OC)c1	-4%[57.5 µM]
CCOC(=O)CSc1nnc(Cc2ccccc2)n1-c1ccc(C)cc1	5%
CCN1CCN(C(c2ccccc2)c2nnnn2Cc2ccc(OC)cc2)CC1 (configuration not stated)	0%
CCN1CCN(C(=S)c2ccc(O)cc2)CC1	12%
CCC(=O)/C=C1/Sc2ccc(OC)cc2N1CCO	14%
C(=N\Nc1nncn1/N=C/c1ccco1)/c1ccco1	11%[57.5 µM]
C=C(C)CSc1cc(C)nc2c(-c3ccccc3)c(C)nn12	20%[57.5 µM]
O=C(O)c1ccc(N/N=C/C2=C(N3CCOCC3)C(=C\c3ccccc3)/CC2)cc1	-5%[57.5 µM]
O=C(COC(=O)Cn1cnc2ccccc21)NCc1ccc(F)cc1	-5%
COc1ccc(N2C(=O)CC(N(CCc3ccc(OC)c(OC)c3)C(=S)Nc3ccccc3)C2=O)cc1 (configuration not stated)	4%
CN(C)c1ccc(N/C=C/C(=O)C(F)(F)F)cc1	-1%
O=C(C1=NNCC1c1ccccc1)C1OC1c1ccccc1 (configuration not stated)	-14%[57.5 µM]
COC(=O)c1cn(CC(=O)Nc2ccc(F)cc2)c2ccccc12	-2%
Cc1ccsc1/C=N\Nc1cn[nH]c(=O)c1Cl	-3%
CCOC(=O)c1cc(-c2ccc(Cl)cc2)nc2c1c(=O)[nH]c(=O)n2CCOC	-5%
CC(C)Cn1c(N)cc(=O)n(C)c1=O	2%
CCCCc1cn([C@@H](CCCCN)C(=O)N2CCNCC2)nn1	6%[57.5 µM]
COc1ccc(C2=NO[C@@H]3[C@@H]4C[C@@H]([C@H]5C(=O)N(C)C(=O)[C@@H]45)[C@H]23)c(OC)c1	-12%[57.5 µM]
COC(=O)Nc1ccccc1C(=O)N1CCN(c2ccc(C)cc2)CC1	21%
C=CCn1c(Cc2ccccc2)nnc1SCc1nc2ccccc2c(=O)[nH]1	5%
Cc1[nH]ccc2c1[nH]c1cc(=O)ccc12	-11%
CN(Cc1ccccc1)C(=O)C1CCC(CNS(=O)(=O)c2cccc3cccnc23)CC1 (configuration not stated)	6%[57.5 µM]
O=C(CN1CCOc2ccccc21)N1CCCC1	-1%
COc1cc(C(=O)OCCC(C)C)cc(OC)c1O	0%[57.5 µM]
O=C(NC1CCCCC1)NC1CCCCC1	7%
O=[N+]([O-])c1ccccc1OCC(O)CNC1CCCC1 (configuration not stated)	-2%[57.5 µM]
CC(C)(CO)NCc1cccs1	17%
COC(=O)CSC1=C(C#N)C(c2ccc(C)o2)CC(=O)N1 (configuration not stated)	-8%
O=C(CCCN1C(=O)/C(=C\c2cccs2)SC1=S)Nc1cccnc1	-1%
COc1ccccc1-c1nn(Cc2ccccc2)cc1/C=C/C(=O)O	3%[57.5 µM]
COc1cc(C2C(C#N)=C(N)Oc3n[nH]c(-c4cccs4)c32)cc(OC)c1O (configuration not stated)	-9%[57.5 µM]
CCn1cc([N+](=O)[O-])c(C(=O)Nc2ccn(Cc3ccccc3)n2)n1	4%
O=C(O)c1ccccc1-c1cn2cc(Cl)ccc2n1	2%
O=C(c1nc(SCc2ccc([N+](=O)[O-])cc2)n2ccccc12)C(F)(F)F	0%[57.5 µM]
CCOc1cc(C=O)cc(Br)c1OCC(N)=O	-4%
CN1C(=O)CC(Nc2cccc3cccc(N)c23)C1=O (configuration not stated)	7%

Brought forward from above: seven entries, then new ones.
SMILES	ERK EGF block
COc1ccccc1-c1nn(Cc2ccccc2)cc1/C=C/C(=O)O	3%[57.5 µM]
COc1cc(C2C(C#N)=C(N)Oc3n[nH]c(-c4cccs4)c32)cc(OC)c1O (configuration not stated)	-9%[57.5 µM]
CCn1cc([N+](=O)[O-])c(C(=O)Nc2ccn(Cc3ccccc3)n2)n1	4%
O=C(O)c1ccccc1-c1cn2cc(Cl)ccc2n1	2%
O=C(c1nc(SCc2ccc([N+](=O)[O-])cc2)n2ccccc12)C(F)(F)F	0%[57.5 µM]
CCOc1cc(C=O)cc(Br)c1OCC(N)=O	-4%
CN1C(=O)CC(Nc2cccc3cccc(N)c23)C1=O (configuration not stated)	7%
CC(C)(C)NS(=O)(=O)c1ccc(/C=C/C(=O)O)cc1	-5%
CC(C)NCC#CCOc1ccc(Cl)cc1	28%
Cc1cc(C)nc(S/C=C/C(=O)c2ccc(F)cc2)n1	-4%[57.5 µM]
Cc1nn(-c2ccc(Cl)cc2Cl)c(=O)c2ccccc12	8%
Cc1cccc(OCCCC(=O)Nc2nc3ccccc3[nH]2)c1	-6%
O=C(Nc1nc2c(s1)CCCC2)c1cc(-c2ccccc2)nc2ccccc12	3%
COc1ccc(Nc2nc(-c3c(C)nc4ncccn34)cs2)cc1	?
CCOC(=O)C(NC(=O)Nc1ccc(C(N)=O)cc1)(c1ccccc1)C(F)(F)F (configuration not stated)	4%
CN(CCc1cnn(C)c1)C(=O)CCc1nnc(CCCc2ccccc2)o1	4%
C1COCCNCCOCCOCCOCCN1	-16%
Cc1ccc(CNC(=O)CNC(=O)c2c(C)nn(C)c2Cl)cc1	-5%
CNC(=S)Nc1cc(C(=O)N2CCCC2)ccc1N1CCCC1	?
COc1ccc(S(=O)(=O)N2CCCCCC2)cc1NC(=O)Cc1ccccc1	3%
Cc1ccc(C(=O)Nc2nc(N)n(-c3ccccc3)n2)cc1	4%[57.5 µM]
COc1ccc(C)cc1NC(=O)COC(=O)c1ccc(OCc2ccc(Cl)cc2Cl)c(OC)c1	4%
CC(=O)c1cccc(N/C=C\c2nnnn2-c2ccc(F)cc2)c1	4%
O=C(CCn1c(=S)[nH]c2ccccc2c1=O)NCCc1ccc(Cl)cc1	4%
NC(=S)N/N=C/C=C/c1ccccc1	2%
C=CCN1C(=O)CN=C1Nc1ccc(F)cc1	-9%
COc1ccc2c(c1)C(=O)[C@@H](OC(=O)NCc1ccc3c(c1)OCO3)[C@H](c1ccc(OC)c(Br)c1)O2	-2%&-12%
O=C(NCc1ccccc1Cl)C1CCN(S(=O)(=O)N2CCOCC2)CC1	-3%
COc1ccccc1Nc1nc(Cl)c(C=O)s1	1%
CCN(C(=S)Nc1cccnc1)c1ccccc1	-3%
Cc1ccc2[nH]c(=O)c(CN(Cc3cccs3)C(=S)NCC3CCCO3)cc2c1 (configuration not stated)	-12%
Cc1ccc(NC(=O)C(=O)NCCCN2CCOCC2)c(C)c1	-3%[57.5 µM]
CCOC(=O)CCCNC(=O)CSc1nc2ccc(OCC)cc2[nH]1	?
COc1ccc2[nH]c(C)c(CCNC(=S)Nc3ccccc3C)c2c1	1%
O=C(COC(=O)CCC(=O)c1ccc(F)cc1)Nc1cccc(S(=O)(=O)N2CCOCC2)c1	3%
O=C(O)Cn1nnnc1SCC(=O)Nc1ccc(F)cc1F	-1%
S=C(N/N=C1\CCc2ccccc21)NC1CCCCC1	-4%
Cc1cc(F)ccc1S(=O)(=O)N(C(=O)c1ccncc1)c1ccc(OC(=O)c2ccncc2)cc1	-1%
COc1cc2c(cc1OC)C(Cc1ccc(O)cc1)N(C)CC2 (configuration not stated)	-8%[57.5 µM]
CCCC(=O)Nc1ccccc1-c1nnn(CC(=O)Nc2ccc(OCC)cc2)n1	3%
CCOc1ccc(-c2nc(N)ncc2Oc2ccc(OC)cc2)c(O)c1	-4%[57.5 µM]
O=C(N/N=C/c1sc(N2CCOCC2)nc1-c1ccccc1)c1ccccc1O	?
O=c1c2cn[nH]c2nc(SCc2c(F)cccc2F)n1-c1ccc(Cl)cc1	-8%
COCc1c(CCl)cnc(C)c1O	1%
COc1ccc(Cc2nnc(NC(=O)Cn3cnc4c3c(=O)n(C)c(=O)n4C)s2)cc1	-4%
CCOc1ccc(NC(=O)N(C2CCCC2)C2CCN(C(C)=O)CC2)cc1	-1%
CCCCC[n+]1ccn(C2=C([O-])c3ccccc3C(=O)/C2=N\S(=O)(=O)c2ccc(Br)cc2)c1	-9%[57.5 µM]
COc1cc2c(cc1OC)C(C)N(C(=O)Cn1ncc3c1-c1ccccc1OC3)CC2 (configuration not stated)	-7%
c1ccc(CN2C3=NCCN3c3ccccc32)cc1	11%
C/C(CCN1CCCCc2nc(C)c(C)cc21)=N\O[C@@H](C)CN1CCCCc2nc(C)c(C)cc21	-2%
Cc1onc(-c2c(F)cccc2Cl)c1C(=O)NC(=S)NCc1cccnc1	-5%
CNC(=O)[C@H]1O[C@@H](n2cnc3c(N)ncnc32)[C@H](O)[C@H]1O	10%
CN(C)S(=O)(=O)c1cccc(NC(=O)CCc2c[nH]c3ccccc23)c1	-3%
O=C(NNC(=O)c1ccccc1Cl)c1ccco1	2%[57.5 µM]
C/C(CC(=O)Nc1cc(C)cc(C)c1)=N\NC(=O)c1ccccn1	-7%
CCCNCC(O)Cn1c2ccccc2n2c(=O)cc(C)c(C#N)c12 (configuration not stated)	13%
COCC1C2CC[C@H]3C(OCc4ccc(OC)cc4)OC[C@]4(C)[C@H]3C2=C(CN4C(=O)OC(C)(C)C)[C@H](C)C1COC (some centres not stated)	14%
COc1ccc(-c2csc(NC(=O)COC(=O)c3ccco3)n2)cc1	-2%
CC(=O)Nc1sc(NC(=O)c2ccc(C)cc2)nc1-c1cccs1	1%
Cc1ccc(S(=O)(=O)N(C)CCCC(=O)Nc2cccc3ccccc23)cc1	-4%
COC(C/C=C/[C@@H](O)COCc1ccccc1)OC	-6%[57.5 µM]
Cc1ccc(S(=O)(=O)Nc2ccccc2/C=N/c2nc3ccccc3n2C(C)C)cc1	-1%
Cc1ccc(Cn2c(=N)c(C(=O)NCc3ccco3)cc3c(=O)n4ccccc4nc32)cc1	-3%
C[C@H]1CC[C@@]2(O[C@H](CCO)C[C@@H](O)[C@@H]2O)O1	-6%[57.5 µM]
CC(C)[C@@H](CC(=O)N[C@@H]1CCCC[C@H]1C(=O)N[C@H](CC(=O)N[C@@H](CCC(=O)O)CC(=O)O)Cc1ccccc1)NC(=O)C[C@H](CO)NC(=O)[C@@H]1CCCC[C@H]1N	-12%
CCN1CCN(C(=O)c2ccc(CN(c3ccc(C)c(C)c3)S(C)(=O)=O)cc2)CC1	-11%
Cc1sc2ncnc(SCC(=O)c3ccc(O)cc3O)c2c1C	3%[57.5 µM]
The list continues:
SMILES	ERK EGF block
CCCn1nc(C(=O)OCC(=O)c2c(N)n(C)c(=O)n(C)c2=O)c2ccccc2c1=O	-5%
CN(CCc1cnn(C)c1)Cc1cn(C)nc1-c1ccc2c(c1)OCCO2	8%
Cc1csc(SC(C)c2nc3scc(-c4ccccc4)c3c(=O)[nH]2)n1 (configuration not stated)	-14%[57.5 µM]
C=CCN1CN(CCc2ccccc2)CNC1=S	-2%[57.5 µM]
O=C(NNC(=S)NC(=O)c1sc2ccccc2c1Cl)c1ccc(Cl)cc1	0%
CCN(CC)CCNC(=O)c1ccc(Sc2ccc(C)cc2)c(NC(C)=O)c1	-3%

Source: PubChem (National Center for Advancing Translational Sciences (NCATS))

Only part of the results is shown; rates above refer to the full screens.
